Source: PubChem (National Center for Advancing Translational Sciences (NCATS))
POLK inh – inhibitors of human DNA polymerase kappa. Potency, µM (doses to about 107 µM), inactives show at the highest dose activity, negative = inhibition, actives largely listed as inhibitors. Q9UBT6. purified Pol kappa, fluorescent DNA synthesis assay, 10 min. 400,000 compounds, 0.53% hits. AID 588579; further: on the % scale 0 is the no-effect control and ±100 the full control effect
Target sequence (Q9UBT6 whole entry, looked up): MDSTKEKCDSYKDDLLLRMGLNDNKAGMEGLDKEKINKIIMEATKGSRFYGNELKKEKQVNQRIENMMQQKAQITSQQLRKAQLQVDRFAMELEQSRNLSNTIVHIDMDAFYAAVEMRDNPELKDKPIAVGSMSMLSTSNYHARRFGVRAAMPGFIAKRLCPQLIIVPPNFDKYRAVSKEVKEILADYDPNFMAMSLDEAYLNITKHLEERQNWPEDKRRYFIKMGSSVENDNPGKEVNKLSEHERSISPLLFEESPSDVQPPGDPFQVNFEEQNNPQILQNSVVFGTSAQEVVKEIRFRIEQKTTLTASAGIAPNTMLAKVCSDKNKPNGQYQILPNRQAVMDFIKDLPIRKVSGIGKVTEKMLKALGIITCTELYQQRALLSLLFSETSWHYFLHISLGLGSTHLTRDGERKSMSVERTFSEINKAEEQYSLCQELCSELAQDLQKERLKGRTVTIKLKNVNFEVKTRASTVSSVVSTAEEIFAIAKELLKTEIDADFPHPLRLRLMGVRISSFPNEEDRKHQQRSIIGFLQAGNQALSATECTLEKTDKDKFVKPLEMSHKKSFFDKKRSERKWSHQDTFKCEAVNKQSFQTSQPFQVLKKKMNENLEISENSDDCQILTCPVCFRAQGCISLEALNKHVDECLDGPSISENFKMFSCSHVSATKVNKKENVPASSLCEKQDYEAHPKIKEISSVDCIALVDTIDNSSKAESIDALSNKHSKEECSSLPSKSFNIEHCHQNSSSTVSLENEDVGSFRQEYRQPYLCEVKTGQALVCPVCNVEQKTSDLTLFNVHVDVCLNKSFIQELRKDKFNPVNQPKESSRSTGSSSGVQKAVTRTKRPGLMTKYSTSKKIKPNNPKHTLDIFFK
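Readout: fluorescence, taken kinetically at 0 and 10 min. Conditions: 10 nM Pol kappa, 15 min RT compound preincubation, 50 nM substrate final. Controls: enzyme-free buffer wells.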
BAZ2B block – inhibitors of human BAZ2B bromodomain. Potency, µM (highest dose often 114 µM), without a hit: at the highest dose activity change, negative = inhibition, hits mostly inhibitors. 360,000 compounds, 4.4% hits. Q9UIF8. AlphaScreen BAZ2B-H3K14Ac peptide displacement; further: on the % scale 0 is the no-effect control and ±100 the full control effect; nearly all actives have a fitted effect of over 60% in size
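BAZ2B 50 nM plus b-H3(5-23)K14Ac 50 nM, PBS pH 7.4/0.01% Tween-20, 30 min RT; compound added (max 110 uM), 30 min RT; streptavidin donor/Ni-chelate acceptor beads 10 ug/mL final, 20 min dark; AlphaScreen read.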
JMJD2A Tudor inh – inhibitors of human JMJD2A Tudor domain; O75164; AlphaScreen JMJD2A-Tudor / H3K4me3 peptide binding; Potency, µM (highest dose often 114 µM), inactives show at the highest dose activity change, negative = inhibition, actives largely listed as inhibitors; 390,000 compounds, 4.4% hits; further: on the % scale 0 is the no-effect control and ±100 the full control effect; nearly all actives have a fitted effect of over 50% in size
Pol iota inh – blocks human DNA polymerase iota activity. Q9UNA4. Pol iota fluorescent replication assay, 10 min. Potency, µM (titrated, usually from 115 µM), for inactives: at the highest dose activity, negative = inhibition, usual class: inhibitors. 390,000 compounds, 1% hits
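Fluorescent replication assay read twice, at 0 min and 10 min after adding 50 nM (final) substrate. Enzyme (10 nM) and compounds were first incubated 15 min at room temperature; enzyme-free buffer wells were negative controls.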
BLM helicase inh – blocks DNA unwinding by human BLM helicase. P54132. recombinant BLM DNA unwinding, fluorescence dequenching. Potency, µM (doses to about 56.1 µM), without a hit: top-dose activity change, negative = inhibition, usual class: inhibitors. 350,000 compounds, 0.2% hits. AID 2528;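 further: plate controls were vehicle for no effect and no enzyme for full effect; nearly all actives have a fitted effect of over 35% in size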
APEX1 inh – APE1 (human) endonuclease inhibition | P27695 | recombinant APE1, TAMRA/BHQ-2 abasic DNA cleavage fluorescence | Potency, µM (series often up to 65.8 µM), without a hit: at the highest dose activity change, negative = inhibition, hits mostly inhibitors | 350,000 compounds, 0.35% hits;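 further: plate controls were vehicle for no effect and reference inhibitor for full effect; nearly all actives have a fitted effect of over 55% in size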
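Substrate: short duplex with […] THF abasic site, 5'-TAMRA and 3'-BHQ-2, 50 nM final. APE1 at 0.75 nM, preincubated 15 min RT with compound. Fluorescence increase from first to third read measured activity.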
POLH inh – blocks human DNA polymerase eta activity; Potency, µM (highest dose often 114 µM), without a hit: at the top dose activity change, negative = inhibition, actives largely listed as inhibitors; recombinant Pol eta, fluorescent DNA replication assay; 390,000 compounds, 1.2% hits; AID 588591; further: on the % scale 0 is the no-effect control and ±100 the full control effect
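Pol eta (10 nM) was preincubated with compounds for 15 min at room temperature, after which fluorescent replication substrate (50 nM final) was added to start the reaction. Fluorescence was read kinetically at 0 and 10 min.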
Pol beta inh – inhibitors of human DNA polymerase beta; Potency, µM (top dose mostly 114 µM), for the others: at the top dose activity change, negative = inhibition, actives largely listed as inhibitors; 340,000 compounds, 1.3% hits; P06746; Pol beta primer extension/strand displacement, fluorescence kinetic; further: on the % scale 0 is the no-effect control and ±100 the full control effect
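Human Pol beta at 10 nM; strand-displacement substrate 50 nM final. Compound exposure 15 min at room temperature before start, reaction 10 min at room temperature.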
G9a inh – blocks human histone lysine methyltransferase G9a | G9a H3K9 monomethylation, AlphaScreen, 2 h | 350,000 compounds, 8.8% hits | Q96KQ7 | Potency, µM (highest dose often 102 µM), for the others: at the top dose activity, negative = inhibition, actives largely listed as inhibitors | AID 504332; further: on the % scale 0 is the no-effect control and ±100 the full control effect; nearly all actives have a fitted effect of over 75% in size
Target sequence (Q96KQ7 913-1193 limits assumed): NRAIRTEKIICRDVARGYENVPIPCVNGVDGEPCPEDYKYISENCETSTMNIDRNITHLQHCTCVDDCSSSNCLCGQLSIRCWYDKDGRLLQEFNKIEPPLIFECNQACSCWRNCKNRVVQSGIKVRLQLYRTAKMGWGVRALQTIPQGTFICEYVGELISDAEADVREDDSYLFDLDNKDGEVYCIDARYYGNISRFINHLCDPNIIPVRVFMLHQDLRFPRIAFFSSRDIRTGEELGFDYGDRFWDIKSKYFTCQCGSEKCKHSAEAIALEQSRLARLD
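Step 1: enzyme (final 20 nM) with compound, 15 min RT. Step 2: substrate peptide 500 nM and SAM 20 uM, 2 h RT. Step 3: anti-H3K9me1 antibody and AlphaScreen beads, 10 min, then plate read.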
An asterisk follows results filed as active; ? = inconclusive; nt = no result given; [ ] = dose if it differs, or a comment. The call rests on the fitted dose curve; in most records, active means well fitted curve in the direction sought with a large enough effect; inconclusive means small, poorly fitted or top-dose-only effect, or another doubt; inactive means no such curve, though single readings can be large; an effect the other way counts as inactive or inconclusive. Potency means the concentration at half of the fitted maximal effect.

SMILES	POLK inh	BAZ2B block	JMJD2A Tudor inh	Pol iota inh	BLM helicase inh	APEX1 inh	POLH inh	Pol beta inh	G9a inh
CCOc1cc(C(=O)N(CC)CC(=O)Nc2c(F)cccc2F)ccc1OCC(=O)N1CCCCC1	-13%	21%	2%	-5%	nt	-1%	-14%	nt	5%
C/C(CC(=O)Nc1ccccc1Cl)=N\NC(=O)C(=O)NCCO	9%	15%	9%	50%[activator]	-1%	-1%	-9%	1%	-32%
O=C1NC(c2ccccc2)=CC(c2ccccc2O)N1 (configuration not stated)	6%	7%	-3%	2%	nt	2%	-20%	nt	17%[12.7 µM]
COc1ccc(C(CCNCc2ccc(N(C)C)cc2)c2ccccc2)cc1 (configuration not stated)	-10%	11µM*	25µM*	51%[activator]	2%	20%	-12%	3%	1%[2.33 µM]
Cc1ccc(NC(=O)COc2ccc(-c3nn(C)c(=O)c4ccccc34)cc2)c(C)c1	8%	-2%	-2%	-7%	-5%	nt	nt	19%	7%[59 µM]
CC(=O)Nc1ccc(S(=O)(=O)N(C)CC(=O)Nc2ccc(F)c(F)c2F)cc1	-5%	4%	-8%	-22%	nt	13%	6%	nt	-1%[2.33 µM]
Cc1cc(-c2ccccc2)c2c(=O)n(-c3ccccc3)[nH]c2n1	-24%	?	-34%	-8%	0%	-16%	-25%	11%	11µM*
O=C(CSc1nccc(=O)[nH]1)Nc1ccc2ccccc2c1	-13%	nt	-20%	27%	nt	6%	-11%	nt	nt
Cc1cccc(NC(=O)/C(C#N)=C/c2cn(CC(=O)NCc3ccco3)c3ccccc23)c1C	-14%	-8%	-4%	-17%	-3%	0%	-7%	1%	-17%[59 µM]
O=C(NCCCO)c1cc2c([nH]c3ccccc32)c(-c2ccc(F)cc2)n1	-6%	-9%	-23%	?	1%	-16%	1%	52%	7%
COc1ccc(NC(=O)CCNC(=O)C2CCN(S(=O)(=O)c3ccc(F)cc3)CC2)cc1OC	5%	-4%	-5%	31%[activator]	-1%	55%[activator]	-13%	8%	-6%
CCc1ccc(C(=O)NC2CCCCC2)s1	-9%	16%	-4%	4%[58.9 µM]	-4%	18%	-17%	14%	-10%[59 µM]
CCN1CCN(S(=O)(=O)c2ccc3c(c2)NC(=O)CS3)CC1	5%	-11%	-6%	25%	-2%	25%	-12%	36%	?
O=C(N/N=C1\CCCc2ccccc21)c1ccc([N+](=O)[O-])cc1	3%	-6%	?	18%	2%	5%	-13%	2%	?
O=C(CC1SC2=NCCN2C1=O)Nc1ccccc1 (configuration not stated)	-1%	31%[activator]	-12%	9%	-3%	-2%	-6%	2%	-18%
CCCc1cc(=O)oc2c(C)c(OCc3nn[nH]n3)ccc12	-24%	2%	-2%	?	2%	9%	31%[activator]	1%	nt
CCN(CC)S(=O)(=O)c1ccc(-c2nnc(SC)o2)cc1	-1%	3%	-3%	-3%	-3%	-6%	-15%	10%	8%
N#CC(c1nc2ccccc2nc1N1CCOCC1)S(=O)(=O)c1ccccc1 (configuration not stated)	-11%	-12%	-15%	-14%	-1%	3%	2%	13%	?
CN(C)S(=O)(=O)c1ccc(NC(=O)c2cc(F)c(F)cc2Cl)cc1	-1%	5%	-15%	15%	-3%	-3%	-8%	16%	10%
Cc1ccc(Cn2nnc3c(=O)[nH]c(C4CCCN(C(=O)c5ccco5)C4)nc32)cc1 (configuration not stated)	13%	?	-7%	42%[activator]	-1%	-14%	-3%	12%	6%

Sorted by the number under BAZ2B block (rising): 3 from the list above
SMILES	POLK inh	BAZ2B block	JMJD2A Tudor inh	Pol iota inh	BLM helicase inh	APEX1 inh	POLH inh	Pol beta inh	G9a inh
CCN(CC)S(=O)(=O)c1ccc(-c2nnc(SC)o2)cc1	-1%	3%	-3%	-3%	-3%	-6%	-15%	10%	8%
CN(C)S(=O)(=O)c1ccc(NC(=O)c2cc(F)c(F)cc2Cl)cc1	-1%	5%	-15%	15%	-3%	-3%	-8%	16%	10%
CCc1ccc(C(=O)NC2CCCCC2)s1	-9%	16%	-4%	4%[58.9 µM]	-4%	18%	-17%	14%	-10%[59 µM]

Next section:
SMILES	POLK inh	BAZ2B block	JMJD2A Tudor inh	Pol iota inh	BLM helicase inh	APEX1 inh	POLH inh	Pol beta inh	G9a inh
O=C(CCC(=O)N1CCOc2ccccc21)NC1CCCCCC1	-9%	4%	-9%	-2%	0%	31%	-12%	-4%	28%
CC[C@]1(C(=O)OC)[C@H]2C(=O)N(Cc3ccccc3)C(=O)[C@H]2[C@H]2CN=C(SCC(=O)c3ccccc3)N21	13%	nt	-25%	11%	nt	34%	-13%	nt	nt
C[C@H]1CC[C@H]2C(=O)N3[C@H](c4ccccc4Br)[C@@H](C)CC[C@H]3C(=O)N2[C@@H]1c1ccccc1Br	nt	-38%	nt	nt	1%	7%	nt	6%	50µM*
O=C1c2cccc3cccc(c23)C(=O)N1Cc1ccco1	-9%	-4%	0%[11.4 µM]	77%[activator]	2%	19%	-18%	15%	-12%
COc1cc(NC(=O)C2CCN(c3nc4ccccc4nc3C(F)(F)F)CC2)cc(OC)c1	-3%	-1%	1%	18%	-5%	nt	-18%	5%	6%[59 µM]
CS(=O)(=O)N1CCCC(C(=O)NCc2ccco2)C1 (configuration not stated)	-5%	6%	-20%	0%	-3%	11%	-7%	-5%	-20%[12.7 µM]
COc1ccc(Cl)cc1NC(=O)C1CCN(c2ncnc3c2nc2n3CCCCC2)CC1	-8%	-17%	-16%	-16%	-7%	nt	1%	-1%	-30%[59 µM]
C(=C\c1ccccc1)/CSc1nnc(-c2ccccc2)n1Cc1ccco1	-19%	?	-30%	?	-11%	1%	-20%	-14%	nt
Cc1ccccc1S(=O)(=O)Cc1ccc(C(=O)N2CC(C)CC(C)C2)o1 (configuration not stated)	3%	13%	-10%	18%	-1%	-2%	-16%	6%	?
CC(C)NC(=O)N(O)C1N(Cc2ccc3c(c2)OCO3)C(=S)SC1(C)C (configuration not stated)	-5%	0%	-7%	10%	-4%	-1%	-15%	17%	?
CC1CCCCN1C(=O)CSc1nnc2c(n1)[nH]c1ccccc12 (configuration not stated)	-11%	-2%	-14%	118%[activator]	-3%	28%	-19%	-1%	7%
CNC(=O)c1ccc(NC(=O)c2cc(S(=O)(=O)N3CCOCC3)ccc2N2CCCC2)cc1	-1%	10%	-9%	31%[activator]	nt	0%	-15%	nt	14%[59 µM]
CC(=O)Nc1ccc(Cl)c(C(N)=O)c1	-2%	-1%	-6%	12%[58.9 µM]	-9%	5%	-15%	-10%	4%[12.7 µM]
Cc1ccc(NC(=O)CN(C)C(=O)CCSc2ccc(F)cc2)cc1	-4%	-3%	0%	-5%	nt	4%	-20%	nt	-48%[2.33 µM]
Cc1cc(C(=O)COC(=O)c2nccnc2N)c(C)n1C	-12%	nt	-24%	44%[activator]	-4%	-2%	10%	-2%	-40%
Cc1ccc(C)c(S(=O)(=O)N2CCCOC2CNC(=O)C(=O)NCCCN2CCOCC2)c1 (configuration not stated)	-6%	0%	-5%	28%	-1%	9%	2%	12%	nt
COc1cccc(-n2nnnc2SCC(=O)c2ccc(NC(C)=O)cc2)c1	2%	-5%	-8%	-12%	0%	-8%	-9%	1%	-20%
CCOC(=O)c1c(S(=O)(=O)N2CCC(C(=O)Nc3ccc(OCC)cc3)CC2)c(C)n(C)c1C	-12%[60.1 µM]	-3%	-15%	0%	-5%	nt	-5%	-6%	-1%[59 µM]
CC(C)CNC(=O)c1cccc(NC(=O)c2ccc(NC(=O)c3ccco3)cc2)c1	-14%	-1%	-6%	?	-6%	-9%	-9%	25µM*	-3%[12.7 µM]
O=C(NCC1CCCO1)c1cn(-c2ccccc2)nc1-c1ccc(F)cc1 (configuration not stated)	0%	-2%	-1%	20%	-4%	-19%	-12%	?	12%
O=C1CCCCC1C(=O)c1cn(-c2ccc(Cl)c(Cl)c2)nn1 (configuration not stated)	-1%	23%	13%	93%[activator]	-3%	-1%	-8%	-5%	39%
CCOc1cc(C(=O)OCC(=O)Nc2cccc(C)c2)ccc1OCC(=O)N1CCOCC1	-8%	-6%	-3%	16%	1%	4%	2%	22%	24%[59 µM]
COc1ccc(Br)cc1S(=O)(=O)N(CC(=O)N1CCOCC1)c1ccccc1	-9%	-18%	-4%	1%	1%	-3%	-2%	1%	nt
Cc1c(CC(=O)O)c(=O)oc2c(C)c(OCc3nn[nH]n3)ccc12	-1%	-15%	11%	21%	-2%	1%	-7%	-1%	?
CCN(CC)CC(=O)N1c2ccccc2Sc2ccc(Cl)cc21	0%	3%	-30%	25%	4%	2%	-19%	-2%	-7%[59 µM]
Cc1noc(C)c1S(=O)(=O)N(CC(=O)N1CCc2ccccc21)c1ccc(C(C)C)cc1	2%	8%	-17%	9%	-3%	-3%	-1%	-3%	?
CC(=O)Nc1ccc(NC(=O)c2c(C)nn(Cc3ccccc3)c2Cl)cc1	6%	0%	-12%	38%[activator]	-7%	-1%	-1%	34%	6%
C/C(=C\c1ccccc1)C(=O)NCCN1CCOCC1	7%	-23%	1%	18%	-4%	2%	-17%	11%	-24%
CN1C(=O)Cc2cc(S(=O)(=O)NCc3ccccc3Cl)ccc21	-9%	-4%	-11%	?	0%	nt	-11%	9%	-4%[59 µM]
Cc1noc(NS(=O)(=O)c2ccc(NC(=O)c3ccccc3NS(=O)(=O)c3ccc(F)cc3)cc2)c1C	-1%	nt	-13%	70%[activator]	nt	6%	-19%	nt	nt
CCOC(=O)c1cc(S(=O)(=O)NC2CCCCC2)cn1C	-19%	4%	-6%	-6%	-1%	17%	-6%	33%	-11%
O=C(CN1CCN(C(=O)C2CCCO2)CC1)Nc1cc(C(F)(F)F)ccc1Cl (configuration not stated)	-13%	8%	-1%	13%	-8%	7%	-6%	11%	nt

Structural class: the compounds so far with two or more sulfur atoms.
SMILES	POLK inh	BAZ2B block	JMJD2A Tudor inh	Pol iota inh	BLM helicase inh	APEX1 inh	POLH inh	Pol beta inh	G9a inh
CCN1CCN(S(=O)(=O)c2ccc3c(c2)NC(=O)CS3)CC1	5%	-11%	-6%	25%	-2%	25%	-12%	36%	?
CCN(CC)S(=O)(=O)c1ccc(-c2nnc(SC)o2)cc1	-1%	3%	-3%	-3%	-3%	-6%	-15%	10%	8%
CC(C)NC(=O)N(O)C1N(Cc2ccc3c(c2)OCO3)C(=S)SC1(C)C (configuration not stated)	-5%	0%	-7%	10%	-4%	-1%	-15%	17%	?
Cc1noc(NS(=O)(=O)c2ccc(NC(=O)c3ccccc3NS(=O)(=O)c3ccc(F)cc3)cc2)c1C	-1%	nt	-13%	70%[activator]	nt	6%	-19%	nt	nt

Not all compounds are listed; the hit share may differ from the screen's.
